# Source: PubChem BioAssay (The Scripps Research Institute Molecular Screening Center)
# PAFAH1B3 inh: PAFAH1B3 enzyme inhibitors, primary screen, biochemical, fluorescence polarization, human; inhibition, % at 3.39 µM; 0.28% of 340,000 active; recombinant PAFAH1B3, FP-rhodamine probe;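 active = inhibition above the screen-wide average of all tested compounds plus 3 SD, cut at about 25% in these data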;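 note: 0% = enzyme with DMSO only and 100% = wells lacking PAFAH1B3 protein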
# Target sequence (Q15102 whole entry, looked up): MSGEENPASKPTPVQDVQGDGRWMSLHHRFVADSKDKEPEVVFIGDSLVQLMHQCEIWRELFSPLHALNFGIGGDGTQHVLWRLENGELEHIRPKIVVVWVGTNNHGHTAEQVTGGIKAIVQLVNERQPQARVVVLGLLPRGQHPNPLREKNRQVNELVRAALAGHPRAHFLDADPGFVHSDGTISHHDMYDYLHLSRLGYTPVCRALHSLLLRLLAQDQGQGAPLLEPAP
# PAFAH2 FP inh: PAFAH2 enzyme inhibitors, primary screen, biochemical, fluorescence polarization, human | Platelet-activating factor acetylhydrolase 2, cytoplasmic (Homo sapiens), Q99487 | recombinant PAFAH2, FP-rhodamine activity probe | inhibition, % at 3.39 µM | 0.99% of 340,000 active;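 active = inhibition above the mean over all tested compounds plus 3 SD, cut at about 30% in these data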;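 note: inhibitors block probe labeling of enzyme so polarization drops; 0% = enzyme with DMSO and 100% = wells lacking PAFAH2 protein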
# An asterisk follows results filed as active. Not all compounds are listed. The share of hits here may be higher or lower than overall.
SMILES,PAFAH1B3 inh,PAFAH2 FP inh
COc1ccc(/C=C/C(=O)c2cc(F)ccc2OC(=O)c2ccccc2OC)cc1OC,-2,-1
COc1ccc(-c2ccc3c(c2)C2CC3CCN2Cc2ccc(OC(F)(F)F)cc2)cc1 (configuration not stated),1,3
COc1cccc(C2c3cc4c(cc3OC(NNC(N)=O)C2C)OCO4)c1O (configuration not stated),2,4
O=C(CN1C(=O)c2ccccc2C1=O)NCC(=O)Nc1ccccc1,-5,0
COc1cc(/C=C2\SC(N)=NC2=O)cc(OC)c1,7,6
CC12C=CC(=O)C=C1CCC1C3CCC(O)(C(=O)CO)C3(C)CC(O)C12F (configuration not stated),7,6
COc1ccc(CN(C)C(=O)COC(=O)c2ccc(-c3ccccc3)cc2)c(OC)c1OC,0,0
O=C(Nc1cccc2ccccc12)c1ccc(Br)o1,6,3
CCN(Cc1ccccc1)C(=O)/C=C/c1ccccc1[N+](=O)[O-],7,2
Cc1cccc(NC(=S)NC(=O)Cc2ccccc2)c1C,7,0
Cc1ccc(C(=O)N2CCCCCC2)cc1S(=O)(=O)Nc1ccccc1,-6,9
O=C(NCCN1CCCCC1)Nc1cccc(Cl)c1Cl,5,5
Cn1c(=O)oc2ccccc2c1=O,3,-3
Cc1n[nH]c(=S)c2nn(-c3ccccc3F)c(C)c12,4,6
Clc1cccc(-c2ccc(C=Nc3ccc(N4CCOCC4)cc3)o2)c1Cl,6,4
COc1ccc(CC(=O)OCC(=O)Nc2cccc(C(C)=O)c2)cc1OC,10,11
Cc1cc(NC(=O)c2ccc([N+](=O)[O-])cc2)no1,4,1
COc1ccc(N2CCN(Cc3nc4c(c(=O)n(C)c(=O)n4C)n3Cc3ccccc3C)CC2)cc1,-3,-1
CCCCn1c(N)c(N(C(=O)CSc2nncn2-c2ccccc2)C2CCCC2)c(=O)[nH]c1=O,8,1
Fc1ccc(-n2nnc(-c3ccccc3)n2)cc1,2,2
COc1ccc(NC(=S)N2CCC(C(=O)c3ccc(Cl)cc3)CC2)cc1,11,4
Cc1ccc(S(=O)(=O)N2CC=C(N)N2)cc1,-1,-3
CCOC(=O)c1c(C)c(/C=N/Nc2ccccc2)n(C)c1C,9,1
CC1CN(C(=O)c2ccc(NS(=O)(=O)c3cccc(Cl)c3)cc2)CC(C)O1 (configuration not stated),-6,-4
NC(=O)CSc1nnc(COc2ccc3ccccc3c2)o1,8,-5
COc1cccc(CN(C)CC(=O)Nc2cccc(S(=O)(=O)N(C)c3ccccc3)c2)c1OC,5,7
Cc1noc(C)c1S(=O)(=O)N1CCN(c2ccccc2Cl)CC1,-1,-1
CC[C@@H](C(=O)[C@@H](C)[C@@H](O)[C@H](C)[C@@H]1O[C@@H]([C@@H](CC)C(=O)O)CC[C@@H]1C)[C@H]1O[C@]2(C=C[C@@H](O)[C@]3(CC[C@@](C)([C@H]4CC[C@](O)(CC)[C@H](C)O4)O3)O2)[C@H](C)C[C@@H]1C,8,8
Cc1ccc(S(=O)(=O)N2CCN(S(=O)(=O)c3ccccc3)C2)cc1,4,-3
Brc1ccc(Br)c2cnccc12,9,5
Cc1ccc2sc(C)cc(=O)c2c1,2,2
O=C(c1ccco1)N1CCN(C(=O)c2cn(-c3ccccc3)nc2-c2ccc(F)cc2)CC1,17,4
CC(=O)Nc1ccc(C(=O)Nc2cc(S(=O)(=O)N3CCOCC3)ccc2N2CCOCC2)cc1,2,3
COc1ccccc1NC(=O)CSc1nnnn1C1CCCC1,18,6
CCN1C[C@@H]2[C@@H]3C(=O)N(C)C(=O)[C@@H]3[C@](CC)(C1=O)N2C(=O)c1ccccc1,-10,-1
NS(=O)(=O)c1cccc(NC(=O)CCc2ccc(S(=O)(=O)N3CCOCC3)cc2)c1,-4,0

# An excerpt from the list above:
SMILES,PAFAH1B3 inh,PAFAH2 FP inh
COc1ccccc1NC(=O)CSc1nnnn1C1CCCC1,18,6
CCN1C[C@@H]2[C@@H]3C(=O)N(C)C(=O)[C@@H]3[C@](CC)(C1=O)N2C(=O)c1ccccc1,-10,-1

# The results go on:
SMILES,PAFAH1B3 inh,PAFAH2 FP inh
COc1cc(C(=O)NNC(=O)COc2ccc(Br)cc2)ccc1OCC(=O)N1CCOCC1,6,3
CCn1ccnc1CN(C)Cc1c(C(=O)N2C[C@@H](C)O[C@@H](C)C2)nc2ccc(Cl)cn12,-4,1
O=Nc1nc2ncccn2c1-c1ccccc1,5,-1
CC(=O)c1ccc(S(=O)(=O)N(C)CC(=O)Nc2cccc(S(=O)(=O)N3CCCC3)c2)cc1,-3,-3
C/C(=N\NC(=O)c1cccc(N/N=C(\C)c2ccco2)c1)c1ccco1,0,-4
COc1ccc(C(CNC(=O)c2cc(S(=O)(=O)N3CCCCC3)ccc2C)N2CCCC2)cc1 (configuration not stated),-5,11
CCn1c(=O)c(C(=O)NCCCc2ccccc2)c(O)c2ccccc21,6,0
COc1ccc(C(=O)/C=C/C(=O)N(CC(=O)NC2CCCCC2)Cc2ccccc2OC)c(O)c1,8,0
O=C(COC(=O)CNS(=O)(=O)c1ccc(Cl)cc1)NC1CCCCC1,0,4
Cc1ccc(C(=O)OCC(=O)Nc2ccc(Cl)cn2)cc1S(=O)(=O)N1CCOCC1,-3,56*
NC(=O)C1CCCCc2c1[nH]c1ccc(Cl)cc21 (configuration not stated),14,9
COc1ccc(CCN2C(=O)C=CC2=O)cc1OC,6,-1
O=C(Cc1ccccc1)c1ccc(O)cc1,2,-1
COc1cc(/C=C(\CC(=O)O)c2nc3ccccc3s2)ccc1OCC(=O)Nc1ccccc1F,1,4
Nc1nc2c(nc(SCc3ccccc3Br)n2[C@@H]2O[C@H](CO)[C@@H](O)[C@H]2O)c(=O)[nH]1,4,8
Cc1cc2c(cc(C(=O)OCC(=O)NC3CCCCC3)n2C)o1,4,-8
Cc1ccc2c(C)nc(Nc3nc(CSc4nc5ccccc5s4)cc(=O)[nH]3)nc2c1,-2,-13
Nc1nc2ccc(Cl)cc2[nH]1,-1,8
Cc1ccc(NC(=O)Nc2nnc(Cc3ccc(F)cc3)s2)cc1,7,3
Clc1ccc(-c2nnc(-c3ccccc3)o2)cn1,10,6
O=C(COc1ccccc1Cl)Nc1ccc2[nH]c(=O)[nH]c2c1,-1,4
COc1ccc(-c2oc3cc(OC(C)=O)cc(OC(C)=O)c3c(=O)c2OC)cc1,2,4
N#Cc1c2c(c(-c3ccccc3)[nH]c1=O)CCCC2,6,-5
Cc1sc2nc(SCC(=O)OC(C)C)n(C)c(=O)c2c1C,-3,-1

# Compounds shown so far with a furan ring, fused or not (5):
SMILES,PAFAH1B3 inh,PAFAH2 FP inh
O=C(Nc1cccc2ccccc12)c1ccc(Br)o1,6,3
Clc1cccc(-c2ccc(C=Nc3ccc(N4CCOCC4)cc3)o2)c1Cl,6,4
O=C(c1ccco1)N1CCN(C(=O)c2cn(-c3ccccc3)nc2-c2ccc(F)cc2)CC1,17,4
C/C(=N\NC(=O)c1cccc(N/N=C(\C)c2ccco2)c1)c1ccco1,0,-4
Cc1cc2c(cc(C(=O)OCC(=O)NC3CCCCC3)n2C)o1,4,-8

# Single records, as listed above. Order of screens: PAFAH1B3 inh	PAFAH2 FP inh
# O=C(COc1ccccc1Cl)Nc1ccc2[nH]c(=O)[nH]c2c1 is entered as -1	4
# Nc1nc2c(nc(SCc3ccccc3Br)n2[C@@H]2O[C@H](CO)[C@@H](O)[C@H]2O)c(=O)[nH]1 is entered as 4	8
# O=C(Cc1ccccc1)c1ccc(O)cc1 is entered as 2	-1
# Cc1cc2c(cc(C(=O)OCC(=O)NC3CCCCC3)n2C)o1 is entered as 4	-8
# COc1ccc(-c2oc3cc(OC(C)=O)cc(OC(C)=O)c3c(=O)c2OC)cc1 is entered as 2	4

# PAFAH2 FP inh, hit marks shown above
SMILES,PAFAH1B3 inh,PAFAH2 FP inh
Cc1ccc(C(=O)OCC(=O)Nc2ccc(Cl)cn2)cc1S(=O)(=O)N1CCOCC1,-3,56*

# Going on with the list:
SMILES,PAFAH1B3 inh,PAFAH2 FP inh
C#CCN(C(=O)c1ccc(OC)c(OC2CCN(C(C)C)CC2)c1)C1CCCCC1,5,2
CC(C)c1cc(C(=O)N2CCCC(N3CCN(c4ccc(F)cc4)CC3)C2)n(C)n1 (configuration not stated),0,0
Cn1c(=O)c2[nH]c(C3CC3)nc2n(C)c1=O,1,-4
CCCc1cc(=O)[nH]c(SCC(=O)Nc2cc(S(=O)(=O)N3CCCCC3)ccc2Cl)n1,1,16
CCOc1ccccc1NC(=O)N1CCCC1C(=O)NCc1ccco1 (configuration not stated),8,1
COC(=O)c1ccccc1NC(=O)COC(=O)Cc1ccc(S(=O)(=O)N2CCOCC2)s1,3,-6
O=C(Cc1ccc(NC(=O)C2CCCN(C(=O)C3CCCC3)C2)cc1)Nc1ccc(C(=O)N2CCOCC2)cc1 (configuration not stated),4,3
COc1ccc(NC(=O)NS(=O)(=O)c2ccc(C)cc2)cn1,8,-1
Cc1cc2c(SCC(=O)NCC3CCCO3)ncnc2s1 (configuration not stated),-3,-12
COc1cccc(S(=O)(=O)NCc2ccc(C(=O)NCc3ccccn3)cc2)c1,4,-4
Cc1ccc(-c2nc3ccccc3n3nnnc23)cc1,0,3
CCCN1/C(=C(\C#N)C2=NS(=O)(=O)c3ccccc32)N(C)c2ccccc21,6,7
N=c1c(S(=O)(=O)c2ccc(Br)cc2)cc2c(=O)n3ccccc3nc2n1CCN1CCOCC1,-4,6
CCN(c1ccccc1)S(=O)(=O)c1ccc(Oc2ccccc2)c(N)c1,-2,12
O=C1N[C@@H](Cc2c[nH]c3ccccc23)C(=O)N[C@H]1Cc1ccccc1,5,-4
CC(=O)N1c2ccc(C)cc2Sc2c1ccc1ccccc21,-1,7
CN1CCC(n2[nH]c(-c3ccccc3)c(Cc3ccccc3)c2=O)CC1,8,-3
CCC(=O)c1cccc(-c2ccccc2)c1CC,11,-6
O=C(CC(=O)N1CCOCC1)N1CCOCC1,4,6
CC1(C)CC(=O)C(C=NCCN2CCN(C(=O)CC3CCCC3)CC2)=C(O)C1,3,6
CC(C)COc1nc2ccccc2nc1N1CCN(C)CC1,8,-1
C=CCn1c(=O)c2c(nc(-n3nc(C)cc3C)n2C)n(C)c1=O,3,-5
O=C1C2CCC(C2)C1CN1CCOCC1 (configuration not stated),1,4
Cc1cccc(NS(=O)(=O)c2ccc(C)c(C(=O)NNC(=O)c3csc(N4CCOCC4)n3)c2)c1,-4,4
COCCn1nnnc1CN(Cc1cccnc1)Cc1cc2cc(OC)ccc2[nH]c1=O,7,8
CCOc1cc(N2CCOCC2)c(OCC)cc1NC(=O)CN1C(=O)NC(C)(c2ccc(OC)cc2)C1=O (configuration not stated),2,3
COc1cccc(CN(C)CC(=O)Nc2cc(S(=O)(=O)N3CCCC3)ccc2Cl)c1OC,4,1
COc1ccc(Cn2c(CCC(=O)N3CCN(c4ccccn4)CC3)nc3ncccc3c2=O)cc1,6,1
CCOC(=O)/C=C1/SCC(=O)N1CC(=O)c1ccc[nH]1,11,9
Cc1cc(OC(=O)c2ccco2)c(Sc2ccccc2[N+](=O)[O-])c(=O)o1,9,4
O=c1[nH]c(SCc2nc3c(cnn3-c3ccccc3)c(=O)[nH]2)nc2ccccc12,-2,-1
O=C(NCCCCCCCCNC(=O)c1cccc2ccccc12)c1cccc2ccccc12,2,0
O=C(CN1C(=O)c2ccccc2C1=O)NC1(C(=O)O)CCCC1,1,-5
Cc1nc2nc(SCc3ccccc3)[nH]n2c(=O)c1C,2,-2
COc1ccc(CN(C)C(=O)CCC(=O)N2CCN(S(=O)(=O)c3ccc(Cl)cc3)CC2)c(OC)c1,0,-2
